TbHK1 inh: T. brucei hexokinase 1 inhibition. recombinant TbHK1, G6PDH-coupled NADH A340. inhibition, % at 10 µM. hit rate 0.11% among 220,000;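 active means inhibition of 50% or more in the single-dose primary screen; inactive means inhibition below 50%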
Calpain2 inh: inhibitors of pig calpain II; purified calpain II, fluorogenic peptide substrate, 30 min; inhibition, % at 16 µM; hit rate 0.37% among 220,000; AID 1236;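 active means inhibition above about 50%, limit read from the data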
L929 necroptosis: blocks zVAD induced death of L929 cells; AID 1377; L929 zVAD necroptosis rescue, ATP luminescence, 24 h; with zVAD 60 µM; viability rescue, % at 10 µM; hit rate 0.38% among 220,000;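 active means activation, scaled between plate controls, above about 75%, limit read from the data; inactive means activation under that limit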;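 further: 0% = zVAD with DMSO and 100% = DMSO alone without zVAD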
14-3-3 Bad inh: disrupts binding of bovine 14-3-3 zeta to phospho-Bad peptide; P63103; TR-FRET 14-3-3zeta/Dy647-pBad peptide displacement, 1 h; inhibition, % at 21.7 µM; hit rate 0.71% among 220,000;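 active means inhibition above about 70%, limit read from the data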;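 further: 0% = full 14-3-3 plus peptide FRET controls and 100% = background without 14-3-3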
Target sequence (P63103 whole entry, looked up): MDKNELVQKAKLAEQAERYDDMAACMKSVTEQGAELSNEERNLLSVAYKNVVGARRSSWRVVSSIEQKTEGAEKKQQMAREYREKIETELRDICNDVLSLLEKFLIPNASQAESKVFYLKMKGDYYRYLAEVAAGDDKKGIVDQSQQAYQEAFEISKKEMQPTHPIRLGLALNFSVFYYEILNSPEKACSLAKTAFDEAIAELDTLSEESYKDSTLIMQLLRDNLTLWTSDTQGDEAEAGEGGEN
PGE2 EP2 inh: blocks the human prostaglandin E2 receptor EP2; C6 glioma cells expressing human EP2, cAMP TR-FRET; cells stimulated with saturating PGE2; inhibition, % at 25 µM; hit rate 0.52% among 260,000;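 active means percent inhibition above 40 after rounding to a whole number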;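 further: rat C6 glioma host cells with rolipram phosphodiesterase inhibitor present; the protocol text gives 20 µM as final concentration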
Hck Nef HTS: human Hck-Nef kinase inhibition; Recombinant Hck-YEEI plus Nef, Z-Lyte FRET kinase assay; hit rate 0.68% among 220,000; inhibition, % at 20 µM; P08631;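 active means Hck-Nef kinase inhibition above about 50%, limit read from the data; inactive means inhibition below that limit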;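 further: 0% = DMSO with Hck plus Nef and 100% = Hck alone without Nef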
Target sequence (P08631 whole entry, looked up): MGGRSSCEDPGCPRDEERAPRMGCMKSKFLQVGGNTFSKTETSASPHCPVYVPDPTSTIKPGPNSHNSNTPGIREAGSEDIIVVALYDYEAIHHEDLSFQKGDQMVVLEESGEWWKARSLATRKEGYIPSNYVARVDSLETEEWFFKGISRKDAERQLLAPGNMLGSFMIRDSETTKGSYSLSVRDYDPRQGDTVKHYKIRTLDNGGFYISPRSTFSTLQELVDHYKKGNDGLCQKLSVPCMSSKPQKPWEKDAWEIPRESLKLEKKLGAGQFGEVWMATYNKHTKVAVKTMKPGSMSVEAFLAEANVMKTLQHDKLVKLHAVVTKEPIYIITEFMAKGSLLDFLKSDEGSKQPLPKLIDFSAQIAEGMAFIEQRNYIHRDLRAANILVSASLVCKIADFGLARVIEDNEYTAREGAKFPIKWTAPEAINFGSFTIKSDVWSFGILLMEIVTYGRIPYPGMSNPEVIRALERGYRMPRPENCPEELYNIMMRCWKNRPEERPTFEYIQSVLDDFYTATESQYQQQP
Rad51 HR inh: Rad51 (human) homologous recombination inhibition; Q06609; hRad51 DNA strand exchange, fluorescence dequenching; inhibition, % at 10 µM; hit rate 0.085% among 200,000; AID 1385;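 active means inhibition above 40% at the single screening dose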;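 further: 0% = DMSO control wells and 100% = blanks with heterologous ssDNA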
Target sequence (Q06609 whole entry, looked up): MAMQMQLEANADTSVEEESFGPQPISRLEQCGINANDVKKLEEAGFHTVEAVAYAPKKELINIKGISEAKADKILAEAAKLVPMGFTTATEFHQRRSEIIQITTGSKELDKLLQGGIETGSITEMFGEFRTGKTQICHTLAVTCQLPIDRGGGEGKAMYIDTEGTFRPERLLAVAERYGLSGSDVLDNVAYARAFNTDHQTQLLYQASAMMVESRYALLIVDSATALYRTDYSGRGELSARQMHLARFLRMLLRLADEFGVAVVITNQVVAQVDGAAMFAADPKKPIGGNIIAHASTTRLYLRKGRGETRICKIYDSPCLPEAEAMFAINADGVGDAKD
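Test system: preformed human Rad51 ssDNA filaments. Compound dosing: single dose, 10 µM final compound. Incubation: filaments 15 min 37 °C, then compound 30 min. Technique: FRET fluorescence dequenching, excitation 485 nm, emission 520 nm. Read-out basis: percent inhibition from fluorescence, normalised to plate control and blank means. Benchmarks: plate controls and plate blanks.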
eIF4E 4G PPI: inhibitors of eIF4E and eIF4G interaction in translation initiation; P63073+Q04637; TR-FRET eIF4E-eIF4GI(517-606) binding, 2 h; inhibition, % at 21.7 µM; hit rate 0.37% among 220,000; AID 782;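 active means inhibition above about 30%, limit read from the data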;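 further: 0% = full FRET control wells and 100% = background wells lacking eIF4GI fragment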
EP2 modulator: EP2 receptor (human) modulation; EP2-expressing cells, cAMP HTRF FRET, PGE2 co-stimulation; induction, % at 25 µM; hit rate 0.83% among 260,000; AID 940;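 active means compounds whose cAMP rise, as percent of the full-agonist control response, exceeds 60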;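 further: rat C6 glioma line stably carrying human EP2 under a CMV promoter; the protocol text gives 20 µM as final concentration; 100% = response of wells given 1 µM PGE2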
The depositor's hits bear a star; i = inactive; x = no result given; & = joins results of further samples; [ ] = another dose, or the depositor's remark. Some of the compounds tested; rates above refer to the full screens.

SMILES | TbHK1 inh | Calpain2 inh | L929 necroptosis | 14-3-3 Bad inh | PGE2 EP2 inh | Hck Nef HTS | Rad51 HR inh | eIF4E 4G PPI | EP2 modulator
Cc1ccccc1C(=O)Nc1ccc(O)c2c(=O)cc(-c3ccccc3Cl)oc12 | -6 | -17 | -0.5 | 2 | 6 | 34 | -7 | -4 | 6
CC(=O)OC1C2CCC1C([N+]1(C)CCCCC1)CC2 (stereo not given) | 5 | -6 | -0.7 | 12 | 4 | 8 | 8 | 3 | 16
Cc1nnc(C)n1/N=C/c1ccc(C(C)C)cc1 | 4 | -16 | 0.3 | 0 | 12 | 1 | -3 | -3 | 25
CCCCOC(=O)CCc1c(C)n[nH]c1C | -2 | -4 | 0.9 | -2 | 13 | 9 | -6 | 1 | 28
Cc1ccc(NC(=O)CN2C(=O)/C(=C3\SC(=S)N(C4CCS(=O)(=O)C4)C3=O)c3ccccc32)cc1 (stereo not given) | 18 | 67* | 3.2 | 93*[fluorescence artefact?] | 8 | 97* | -10 | 1[fluorescence artefact?] | 5
Cc1ccc(NC2=CC(=O)CCC2)cc1C | -19 | -7 | 0.0 | -15 | 4 | 0 | 4 | -1 | -15
COc1ccc2c(c1)CCc1c(C(=O)N(C)c3ccccc3)noc1-2 | -5 | 4 | 1.0 | -13 | 5 | 0 | 6 | -2 | -25
Cc1ccc(C2(C)NC(=O)N(CC(=O)c3ccc(Cl)s3)C2=O)cc1 (stereo not given) | 0 | -7 | -0.3 | -7 | 4 | 1 | -6 | -13 | -7
COc1ccc(CCNC(=O)c2ccc(CS(=O)(=O)c3ccc(Br)cc3)o2)cc1OC | 2 | 25 | -1.3 | 10 | 10 | 9 | -7 | 1 | -72
COc1ccccc1NC(=O)CC1C(=O)Nc2c1c(=O)n(C)c(=O)n2C (stereo not given) | -4 | -11 | -0.2 | -5 | 9 | 3 | 4 | 1 | 7
Cc1c(C(=O)NCCN2CCOCC2)sc2nc(-c3ccc(F)cc3)cn12 | -5 | x | 0.8 | x | 10 | 13 | -1 | x | x
CC(C)(C)c1ccc(Cn2c(=N)n(CC(O)c3ccco3)c3ccccc32)cc1 (stereo not given) | 22 | -44 | -3.6 | -9 | 5 | 16 | 10 | 4 | -51
O=C(NCc1ccccc1)c1noc2c1CCCCC2 | -5 | 8 | 1.0 | -2[fluorescence artefact?] | 9 | 0 | 0 | 2 | -5
COc1ccc(C2N3CC4(C)CN2CC(C)(C3)C4O)cc1 (stereo not given) | -1 | 9 | 0.5 | -6 | 8 | 22 | -4 | 0 | -4
O=C(COc1ccc(OCc2ccccc2)cc1)NC1CCOC1=O (stereo not given) | 2 | -2 | 0.7 | 9 | 13 | 0 | x | -6 | 12
COc1ccc(-c2nc(C#N)c(N3CCCCCC3)o2)cc1OC | -5 | i | 0.2 | 27 | 1 | 4 | -1 | 10 | 7
Cc1ccc(NC(=O)CS(=O)CC(=O)N(c2ccccc2)C(C)C(=O)NC2CCCC2)cc1 (stereo not given) | 2 | -24 | 0.0 | -6 | 5 | 2 | 11 | -10[fluorescence artefact?] | 36
Cc1noc(NS(=O)(=O)c2ccc(N/C=C/C(=O)c3ccc(F)cc3)cc2)c1C | 1 | 0 | 0.6 | 3 | 10 | 17 | 14 | 1 | -12
COc1ccc(-c2noc(CCC(=O)NCCCN3CCC(C)CC3)n2)cc1 | -5 | 18 | -0.1 | 7 | 10 | 10 | -8 | -4 | 19
COCCCN1C(=O)C(=O)/C(=C(/O)c2ccc(OCC(C)C)cc2C)C1c1cccnc1 (stereo not given) | -30 | 10 | 0.4 | 65 | 24 | -1 | -5 | -10 | 57
CC(C)(C)C1(O)CC(C(F)(F)F)=NN1C(=O)Cc1ccc([N+](=O)[O-])cc1 (stereo not given) | -5 | 0 | 0.1 | -12 | 8 | 23 | 6 | 4 | 42
Cc1onc(-c2ccccc2)c1C(=O)NCC1CCCO1 (stereo not given) | 2 | 20 | -0.5 | -11 | 10 | 0 | 7 | 3 | 26
CCCCC(=O)Nc1cccc(NC(=O)c2cccnc2Cl)c1 | -8 | -5 | -0.4 | -6 | 7 | 13 | x | -8 | -45
Cc1ccc2[nH]c3c(c2c1)CCCC3C(N)=O (stereo not given) | 2 | -6 | 1.0 | 2 | 3 | 2 | -5 | 1 | -2
COC(=O)C1CCN(Cc2cn(-c3ccccc3)nc2-c2ccc3c(c2)OCO3)CC1 | 7 | 22 | 3.3 | 2 | 7 | 6 | -6 | -1 | 1
COc1ccccc1Nc1ncnc2nc[nH]c12 | -17 | -15 | 1.1 | 3 | 4 | 17 | -8 | 2 | 4
CC1CCC(N2CCN(S(C)(=O)=O)CC2)CC1 (stereo not given) | -9 | 12 | -0.2 | 38 | 9&13 | -2 | 4 | -2 | 15&-8
COc1ccc(-c2nnn(CCc3nn[nH]n3)n2)cc1 | -1 | x | -0.3 | x | 11&19 | -10 | 6 | x | 12
Cc1coc2cc3oc(=O)cc(C)c3cc12 | -7 | -78 | 2.3 | 17[fluorescence artefact?] | 6 | 7 | -2 | 3 | -26
CCn1c(O)c(N=NC(=O)Cc2csc(N3CCOCC3)n2)c2ccccc21 | -8 | 9 | -0.9 | -7 | 9 | -2 | -3 | -1 | -33

Part of the list above, with values under each structure:
Screens in order: TbHK1 inh | Calpain2 inh | L929 necroptosis | 14-3-3 Bad inh | PGE2 EP2 inh | Hck Nef HTS | Rad51 HR inh | eIF4E 4G PPI | EP2 modulator
- CCCCC(=O)Nc1cccc(NC(=O)c2cccnc2Cl)c1
 : -8 | -5 | -0.4 | -6 | 7 | 13 | x | -8 | -45
- Cc1ccc2[nH]c3c(c2c1)CCCC3C(N)=O (stereo not given)
 : 2 | -6 | 1.0 | 2 | 3 | 2 | -5 | 1 | -2
- COC(=O)C1CCN(Cc2cn(-c3ccccc3)nc2-c2ccc3c(c2)OCO3)CC1
 : 7 | 22 | 3.3 | 2 | 7 | 6 | -6 | -1 | 1
- COc1ccccc1Nc1ncnc2nc[nH]c12
 : -17 | -15 | 1.1 | 3 | 4 | 17 | -8 | 2 | 4
- CC1CCC(N2CCN(S(C)(=O)=O)CC2)CC1 (stereo not given)
 : -9 | 12 | -0.2 | 38 | 9&13 | -2 | 4 | -2 | 15&-8

Additional results.
SMILES | TbHK1 inh | Calpain2 inh | L929 necroptosis | 14-3-3 Bad inh | PGE2 EP2 inh | Hck Nef HTS | Rad51 HR inh | eIF4E 4G PPI | EP2 modulator
Cc1ccccc1OCCC(=O)Nc1ccc(F)c(Cl)c1 | 33 | 17 | 1.1 | -7 | 10 | 2 | 4 | 3[fluorescence artefact?] | -75
O=S(=O)(Nc1nccs1)c1ccc2c(c1)OCCO2 | 1 | 12 | 1.1 | 3 | 5 | 0 | -5 | -3 | 4
CN(CC(=O)Nc1ccc(F)c(Cl)c1)S(=O)(=O)c1cccc2nsnc12 | -4 | -3 | -0.1 | 8 | 6 | 8 | -1 | 0 | -26
Cc1c(C(=O)O)[nH]c2c1C(=O)CC(c1ccc(Cl)cc1)C2 (stereo not given) | 0 | -8 | 0.0 | -1 | 7 | 1 | -2 | -1 | 18
CC(C)CNC(=O)c1cccc(NC(=O)CCc2ccccc2)c1 | -10 | -12 | 1.1 | -3 | 4 | 8 | x | 4 | -54
Cc1cccc(N(CC(N)=O)C2SC(=O)NC2=O)c1 (stereo not given) | 3 | 15 | 0.7 | -14 | 16 | 13 | -1 | -3 | 19
CCOc1ccc(NC(=O)COC(=O)c2c(OC)cccc2OC)cc1 | 6 | 10 | 0.6 | -17[fluorescence artefact?] | 9 | 3 | 4 | 6 | -2
Cc1ccc(-n2nc3cc(C)c(N)cc3n2)cc1 | -9 | -484 | -0.8 | 3[fluorescence artefact?] | 38 | -18 | 0 | 6[fluorescence artefact?] | -34
CCCN(CCC)CCSc1nc(O)c(C(C)C)c(=O)[nH]1 | 2 | 18 | 0.1 | -3 | 7 | -7 | 8 | 5[fluorescence artefact?] | 23
CCOC(=O)c1cnc(SCC(=O)N2CCc3ccccc32)nc1N | 6 | 7 | 0.1 | 4 | 12 | -1 | 0 | -3 | 0
CCOC(=O)c1c(C)[nH]c(C)c1C(=O)COC(=O)c1ccc(OC)cc1 | -12 | 3 | 1.3 | -7 | 4 | 19 | x | -2 | -31
CCc1c(C)sc(NC(=O)Cn2nc(C(F)(F)F)c3c2CCCC3)c1C#N | -3 | 16 | -0.1 | 6 | 10 | 0 | 0 | 3 | 15
CCCOc1ccc(C2C(C(=O)OC)=C(C)N=C3SCCC(=O)N32)cc1OCC (stereo not given) | -8 | -5 | -0.3 | -1 | 10 | 0 | -3 | 5 | 17
CC(=O)N1CC[n+]2c(-c3ccc(Cl)cc3Cl)csc21 | 12 | -4 | x | 3[fluorescence artefact?] | 7 | 4 | x | -1 | 12
O=c1[nH]cc(N2CCCCCC2)c(=O)[nH]1 | -16 | -11 | 0.1 | -3 | 12 | 23 | 14 | 0 | -4
CCO[C@H]1OC(C(=O)N2CCOCC2)=C[C@@H](C2CC2)[C@@H]1CCCO | -9 | -19 | -0.1 | 1 | 25 | 11 | 4 | 1 | 5
O=C(CN1CCCC1)NCC(=O)Nc1ccc(F)cc1 | -2 | -8 | 0.8 | 0 | 6 | 18 | -4 | -1 | 26
O=C(CN1CCN(C(=O)c2ccco2)CC1)Nc1ccc2c(c1)OCO2 | -2 | x | -0.8 | x | 17 | 5 | 1 | x | x
O=C(O)[C@@H]1CCCN1C(=O)c1ccco1 | 9 | 19 | -0.1 | 5 | 6 | -2 | 3 | -1 | 18
COc1cccc(Nc2nnc(SCN3C(=O)c4ccccc4C3=O)s2)c1 | -3 | 7 | 0.4 | -2 | 7 | 2 | -1 | 1[fluorescence artefact?] | 7
CCCC(C)C(=O)Nc1ccc(S(N)(=O)=O)cc1 (stereo not given) | -5 | 19 | 0.6 | 3 | 6 | -11 | -2 | 0 | -14
Cc1cc(S(=O)(=O)Nc2c(C)nc3nc[nH]n3c2=O)ccc1F | -2 | 5 | 0.4 | -2 | 3 | -9 | -47 | 7 | -11
COc1ccc(N(CC(=O)Nc2cccc([N+](=O)[O-])c2C)S(C)(=O)=O)cc1OC | 34 | 3 | -0.1 | 10 | 9 | 0 | -8 | 4 | 7
CCOC(=O)c1c(NC(=O)/C=C\C(=O)O)sc(C)c1-c1ccccc1 | -13 | 14 | -0.6 | 4 | 7 | 57* | 8 | -2 | -16
CC(C)Cc1csc(NC(=O)c2ccccc2Cl)c1C(=O)O | 13 | -25 | 0.5 | -8 | 20 | 1 | x | 3 | -39
COc1ccc(S(=O)(=O)N2CCCCC2)cc1NC(=O)CN(C)C1CCCCC1 | 9 | 53* | -0.3 | -3 | 3 | 8 | -7 | 0 | 7
Cc1cc(C(=O)CSc2ncccn2)c(C)n1-c1cccc(F)c1 | 0 | -4 | 0.6 | -32 | 6 | 2 | -1 | 2[fluorescence artefact?] | 34
CCCCc1nc(N)c(C#N)c(-c2ccco2)c1CCC | -1 | -59 | -1.0 | -13 | 9 | 9 | -1 | 2 | 47
NC1=NC(=O)/C(=C/c2cn(CCC(=O)O)nc2-c2ccc(F)cc2)S1 | -101 | 19 | 2.9 | -4 | 5 | 2 | -5 | 1[fluorescence artefact?] | 12
CC(=O)Nc1cccc(-c2csc(Nc3ccc(C)cn3)n2)c1 | -9 | -11 | 3.4 | -5 | 11 | 1 | -12 | 6[fluorescence artefact?] | -4
CCS(=O)(=O)N1Cc2ccccc2CC1C(=O)Nc1nc2ccc(F)cc2s1 (stereo not given) | -2 | -31 | 1.6 | 6 | 5 | 7 | -5 | 13 | -16
CC1=[N+]([O-])C(C)(C)C(c2ccc(Br)cc2)=[N+]1[O-] | 12 | 17 | 0.0 | 4[fluorescence artefact?] | 11 | 2 | 0 | 0[fluorescence artefact?] | 5

From PubChem BioAssay
